DAGLB inh = DAGLB lipase inhibitors, primary screen, biochemical, fluorescence, HTS; Diacylglycerol lipase-beta (Homo sapiens), Q8NCG7; HEK293T DAGLB membrane lysate, EnzChek fluorogenic substrate; inhibition, % at 5.17 µM; 0.059% of 340,000 active; in the data active = inhibition above about 34%;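 also: 0% = enzyme with vehicle and 100% = wells lacking enzyme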
RTF Ca sens inh = cardiac RTF calcium sensitivity inhibitors, primary screen, biochemical, IANBD-TnC fluorescence, EC70 calcium | Troponin I, cardiac muscle (Homo sapiens) + Troponin T, cardiac muscle (Homo sapiens) + … | IANBD-labeled cardiac RTF, Ca2+ fluorescence | inhibition, % at 7.15 µM | 0.12% of 340,000 active;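 active = inhibition above the mean inhibition of all tested compounds plus 3 SD, cut at about 17% in these data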;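 also: assay run at fixed EC70 calcium of 1.6 mM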
NSD2 inh = NSD2 histone methyltransferase inhibitors, primary screen, biochemical, AlphaScreen, single concentration, set 2; Histone-lysine N-methyltransferase NSD2 (Homo sapiens), O96028; NSD2 peptide methylation, 120 min; inhibition, % at 12.5 µM; 0.54% of 310,000 active; AID 743445, 2014; in the data active = inhibition above about 50%
Target sequence (O96028 whole entry, looked up): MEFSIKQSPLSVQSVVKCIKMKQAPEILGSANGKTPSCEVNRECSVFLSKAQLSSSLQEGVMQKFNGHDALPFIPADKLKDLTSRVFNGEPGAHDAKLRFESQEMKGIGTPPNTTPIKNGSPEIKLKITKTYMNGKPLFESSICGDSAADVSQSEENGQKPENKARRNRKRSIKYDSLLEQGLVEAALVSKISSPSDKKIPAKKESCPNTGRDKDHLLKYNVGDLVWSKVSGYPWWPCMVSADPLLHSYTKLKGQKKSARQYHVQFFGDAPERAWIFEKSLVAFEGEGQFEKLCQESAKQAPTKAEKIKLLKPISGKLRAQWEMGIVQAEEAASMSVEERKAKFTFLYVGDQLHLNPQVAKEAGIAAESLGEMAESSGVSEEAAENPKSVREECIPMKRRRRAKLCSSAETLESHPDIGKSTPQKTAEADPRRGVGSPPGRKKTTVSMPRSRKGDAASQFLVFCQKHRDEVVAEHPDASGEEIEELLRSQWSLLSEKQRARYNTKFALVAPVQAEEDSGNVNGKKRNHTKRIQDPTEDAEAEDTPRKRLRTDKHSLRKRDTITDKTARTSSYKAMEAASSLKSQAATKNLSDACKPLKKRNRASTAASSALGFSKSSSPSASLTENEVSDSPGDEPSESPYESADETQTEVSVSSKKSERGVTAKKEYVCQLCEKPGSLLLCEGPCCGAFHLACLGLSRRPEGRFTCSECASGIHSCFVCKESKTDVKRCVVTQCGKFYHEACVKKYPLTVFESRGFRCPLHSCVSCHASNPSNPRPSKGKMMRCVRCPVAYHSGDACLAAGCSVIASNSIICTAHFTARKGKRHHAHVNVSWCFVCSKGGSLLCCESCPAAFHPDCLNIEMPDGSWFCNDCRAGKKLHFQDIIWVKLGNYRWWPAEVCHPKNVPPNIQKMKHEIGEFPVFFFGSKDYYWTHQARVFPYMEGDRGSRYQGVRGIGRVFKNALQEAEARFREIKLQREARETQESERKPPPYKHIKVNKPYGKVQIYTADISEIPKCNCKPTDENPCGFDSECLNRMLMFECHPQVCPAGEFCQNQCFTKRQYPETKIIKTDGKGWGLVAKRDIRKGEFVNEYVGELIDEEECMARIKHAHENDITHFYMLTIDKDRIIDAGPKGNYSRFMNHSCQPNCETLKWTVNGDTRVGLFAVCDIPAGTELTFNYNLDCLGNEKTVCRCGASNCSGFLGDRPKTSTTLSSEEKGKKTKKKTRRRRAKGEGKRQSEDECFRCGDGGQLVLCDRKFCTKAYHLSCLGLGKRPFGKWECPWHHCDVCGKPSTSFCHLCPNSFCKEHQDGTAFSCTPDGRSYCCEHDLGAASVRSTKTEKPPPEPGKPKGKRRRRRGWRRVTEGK
CAL PDZ FP-1 = untagged CAL PDZ binding inhibitors, primary screen, biochemical, fluorescence polarization, HTS. Golgi-associated PDZ and coiled-coil motif-containing protein (Homo sapiens), Q9HD26. AID 602252, 2012. purified CAL PDZ, TMR-peptide fluorescence polarization, 1 h. inhibition, % at 24.9 µM. 0.92% of 300,000 active;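 active = mean inhibition of at least 30% with at least half of replicates also reaching 30%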;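 also: 0% = DMSO neutral control and 100% = excess unlabeled competitor peptide PRC23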
CAL PDZ FP-2 = CAL PDZ peptide-binding inhibitors, primary screen, biochemical, fluorescence polarization, Cer-tagged CAL PDZ, HTS; Golgi-associated PDZ and coiled-coil motif-containing protein (Homo sapiens), Q9HD26; purified CAL PDZ, TMR-peptide fluorescence polarization, 1 h; inhibition, % at 20 µM; 0.02% of 330,000 active; AID 504414, 2011;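 active = highest replicate inhibition of at least 40%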;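 also: plate controls were DMSO neutral control wells for no effect and unlabeled competitor peptide control wells for full effect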
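Test system: tagged CAL PDZ domain / Buffer or medium: sodium phosphate/NaCl buffer pH 7.4 with TCEP, IgG, Thesit / Reagent: TMR-labelled reporter peptide T*-PRC34 bound in PDZ groove / Compound dosing: single point, 20 µM / Schedule: 1 h incubation at room temperature before polarization reading / Technique: fluorescence polarization (mP) / Benchmarks: unlabelled peptide, DMSO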
C-LANA FP = inhibitors of KSHV C-LANA binding to DNA, primary screen, biochemical, fluorescence polarization, FAM-LBS DNA, MBP-C-LANA, single point; AID 504423, 2011; Kaposi's sarcoma herpesvirus LANA C-terminal domain (residues 932-1162) DNA binding; 0.078% of 340,000 active; inhibition, % at 9 µM;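 active = highest replicate inhibition at or above 60% at 9 µM, even if other replicates fall short; inactive = all replicates below 60% inhibition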;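 also: 0% = neutral control wells and 100% = 4 µM acridine orange control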
Keap1-Nrf2 PPI = Keap1-Nrf2 protein-protein interaction inhibitors, primary screen, biochemical, fluorescence polarization, single point; 0.15% of 340,000 active; Kelch-like ECH-associated protein 1 (Homo sapiens), Q14145; Keap1 Kelch-Nrf2 peptide fluorescence polarization, 1536-well; AID 504523, 2011; inhibition, % at 9.4 µM; in the data active = inhibition above about 12%;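 also: human Keap1 Kelch domain with fluorescein labeled Nrf2 9mer peptide probe; 0% = neutral control wells and 100% = peptide positive control; higher means more block of Keap1 binding to Nrf2 peptide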
Arr AP2 block = inhibitors of beta-arrestin/AP2 binding, primary screen, biochemical, GPCR trafficking, flow cytometry; FITC-arrestin peptide / GST-AP2 beads; AP2 beta2 appendage carries R879A mutation; AID 504490, 2011; 0.31% of 340,000 active; inhibition, % at 10 µM;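 active = inhibition above a set limit, near 3 SD of compounds lacking own fluorescence, cut at about 54% in these data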;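 also: plate controls were DMSO wells for no effect and 5 µM unlabelled arrestin peptide for full effect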
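Material – GST-tagged AP2 beta2-adaptin appendage (R879A) on 4 µm glutathione beads · Probe or stimulus – fluorescein-tagged arrestin peptide at 50 nM final · Timing – 12 min plus 1 h, RT · Detection – bead flow cytometry, FITC channel · Read-out basis – inhibition as reduced fluorescein signal on beads, percent · Medium – PBS plus Tween 20 (0.05%) and BSA (0.1%)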
DSG3 Ab inh = inhibitors of pemphigus antibody binding to DSG3, primary screen, biochemical, bead-based, flow cytometry, scFv-GFP | 0.48% of 310,000 active | Desmoglein-3 (Homo sapiens), P32926 | binding (percent of control), % at 10 µM | DSG3-coupled beads, scFv-anti-DSG3-GFP binding; active compounds read low;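 active = binding more than 3 SD below its plate's average and above zero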;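 also: hits lower antibody fragment binding to DSG3; some compounds called inactive have numbers as strong as hits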
V-ATPase pH = regulators of yeast V-ATPase proton pumping, primary screen, pHLuorin cytosolic pH fluorescence. S. cerevisiae. response, % at 10 µM. 0.37% of 350,000 active; in the data active = response mostly above about 7.3%, no sharp cut-off; inactive = mostly below about 5.4%; also: actives read high; inactives centre near 0; some compounds called inactive have numbers as strong as hits
* hit, by the source's call; . = not tested or not shown.

SMILES | DAGLB inh | RTF Ca sens inh | NSD2 inh | CAL PDZ FP-1 | CAL PDZ FP-2 | C-LANA FP | Keap1-Nrf2 PPI | Arr AP2 block | DSG3 Ab inh | V-ATPase pH
O=C(CC(c1ccccc1)c1ccccc1O)NCc1ccccc1 (configuration not stated) | -32 | -6 | 1 | -4 | 0.3 | -0.4 | -4 | 20 | 103 | -1
O=C(Nc1cnn(Cc2c(Cl)cccc2Cl)c1)C(c1ccccc1)c1ccccc1 | -6 | 3 | 0 | -3 | -1.3 | 0.9 | -4 | 10 | 104 | 2
COc1ccc(NC(=O)CCCCCN2C(=O)CCC2=O)cc1Cl | -1 | 0 | 0 | -12 | . | 2.6 | -1 | 2 | 97 | 8
CC(=O)c1ccc(S(=O)(=O)N2CCn3cccc3C2C)cc1 (configuration not stated) | -2 | -7 | 7 | 1 | -0.6 | 2.6 | -3 | -1 | . | 1
COc1ccc(C(=O)NCCSc2ccccn2)cc1 | 2 | 1 | -2 | . | 0.7 | -2.3 | -4 | 0 | 102 | 2
CN(C(=O)CCN1C(=O)/C(=C/c2ccccc2)SC1=S)C1CCS(=O)(=O)C1 (configuration not stated) | -2 | -10 | -3 | 1 | -2.5 | 1.0 | -1 | 5 | 101 | 2
O=C(Nc1nnc(-c2ccccc2F)s1)Nc1ccccc1F | -1 | 9 | . | -2 | -1.9 | 1.1 | -5 | -6 | 95 | -1
Cc1ccc(C(=O)NNC2=Nc3cc([N+](=O)[O-])ccc3OC2)cc1 | 1 | -12 | -1 | -3 | 0.2 | 0.1 | 0 | 11 | 93 | 0
COc1cc(OC)c(C(=O)NNC(=S)NC2CCCCC2)cc1OC | 3 | -22 | -1 | . | 0.5 | 0.2 | 0 | -8 | 94 | 1
CC1=CC(C)C(/C=N/n2cnnc2)C(C)C1 (configuration not stated) | 1 | 4 | -3 | -2 | 1.2 | -0.6 | -3 | 7 | 103 | 2
CCOc1ccc(S(=O)(=O)N(CC)CC(=O)NC2CC2)cc1 | -1 | -8 | -2 | 0 | -2.7 | -0.1 | 0 | 22 | 107 | 1
COc1cccc(NC(=O)Cn2c(-c3cncs3)nc3ccccc32)c1 | 4 | 0 | 2 | -5 | -3.2 | -0.9 | -5 | -2 | . | -1
COc1ccc(C2C(C(N)=O)=C(C)Nc3nc(CCCO)nn32)cc1 (configuration not stated) | 0 | -2 | -3 | -4 | 1.0 | 1.6 | -4 | -2 | 103 | -1
CN(C(=O)c1ccccc1C(=O)OCC(=O)Nc1cccc(Br)c1)c1ccccc1 | -3 | 0 | 11 | . | -1.9 | -1.4 | -3 | 3 | 107 | 2
O=C(c1cc(F)ccc1F)C1CCCN(C(=O)c2cccs2)C1 (configuration not stated) | -2 | -2 | -4 | 4 | -0.8 | 0.8 | -2 | 10 | 93 | 0
O=C(O)CC/C(=C\c1cc([N+](=O)[O-])ccc1Cl)c1nc2ccccc2s1 | 1 | -15 | 2 | -1 | -1.3 | 0.2 | -1 | 20 | 103 | 4
CC1CC(C)CN(S(=O)(=O)c2ccc(C(=O)NCCCn3ccnc3)cc2)C1 (configuration not stated) | 0 | -3 | . | -2 | -0.8 | -1.2 | -6 | 6 | 100 | -3
Cc1cc2cc(CNC(=O)CCC(=O)O)ccc2n1C | 0 | -18 | 0 | 1 | -2.2 | 4.1 | -2 | 9 | 99 | 0
O=S(=O)(NC1CC1)c1ccc(Cl)cc1F | 0 | -14 | 1 | . | -1.1 | -4.1 | -9 | -3 | 122 | 3
Cc1ccc(C)c(N2CCN(C(=O)CCC(=O)Nc3nnc(C(F)(F)F)s3)CC2)c1 | 2 | 0 | -2 | -3 | -1.5 | 2.3 | -2 | 2 | 106 | 0
COc1ccc(Br)cc1/C=N/NC(=O)C(c1ccncc1)N1CCOCC1 (configuration not stated) | 1 | 13 | -6 | 0 | -0.1 | -1.6 | 0 | 0 | 82 | -4
Clc1ccc(N=NN2CCOCC2)cc1 | -7 | -2 | -2 | . | 0.3 | 1.2 | 1 | 14 | 107 | 3
CCOc1ccc(S(=O)(=O)N2CCC(C(=O)NCc3ccco3)CC2)cc1C | 1 | -16 | 8 | . | -2.0 | -1.7 | 0 | 1 | 134 | 1
CC(C)(C)NC(=O)CSc1nc2ccc(NC(=O)CSc3nnnn3Cc3ccccc3)cc2s1 | -3 | 1 | -5 | -3 | . | 0.4 | -12 | 0 | 67 | 0
CC(=O)c1cc(C(=O)N2CCCC(C(=O)c3ccc(Cl)cc3)C2)cs1 (configuration not stated) | -2 | -12 | 5 | 1 | -0.7 | 2.6 | 3 | -2 | 115 | -1
COc1ccc(NC(=O)CC2(CC(=O)N3CCOCC3)CCCC2)cc1Cl | -1 | -4 | 2 | -6 | -1.6 | 0.9 | -2 | -1 | 123 | 0
COc1ccc(S(N)(=O)=O)cc1C(=O)OCC(=O)Nc1ncc(Cl)c(C)c1Cl | 1 | -6 | 1 | -5 | 0.3 | -0.2 | -4 | 2 | 114 | -1
O=C(NCc1ccco1)c1ccc(-c2ccccc2Cl)o1 | -2 | -1 | -1 | -6 | -4.0 | -3.1 | -3 | 1 | 89 | 11
CC(=O)N(CCC(Cc1ccccc1)c1ccc2c(c1)OCO2)Cc1ccc(Cl)cc1 (configuration not stated) | -7 | -8 | -4 | . | 0.4 | 0.0 | 3 | -10 | 102 | -3
Cc1cc(C)cc(C(=O)NCC(=O)NCc2ccc(S(N)(=O)=O)cc2)c1 | -5 | -4 | -2 | 3 | -0.2 | -2.3 | -1 | 2 | 106 | -3

A second format for part of the listing above:
Screens in order: DAGLB inh, RTF Ca sens inh, NSD2 inh, CAL PDZ FP-1, CAL PDZ FP-2, C-LANA FP, Keap1-Nrf2 PPI, Arr AP2 block, DSG3 Ab inh, V-ATPase pH
O=C(NCc1ccco1)c1ccc(-c2ccccc2Cl)o1
    -2, -1, -1, -6, -4.0, -3.1, -3, 1, 89, 11
CC(=O)N(CCC(Cc1ccccc1)c1ccc2c(c1)OCO2)Cc1ccc(Cl)cc1 (configuration not stated)
    -7, -8, -4, ., 0.4, 0.0, 3, -10, 102, -3
Cc1cc(C)cc(C(=O)NCC(=O)NCc2ccc(S(N)(=O)=O)cc2)c1
    -5, -4, -2, 3, -0.2, -2.3, -1, 2, 106, -3

(continued)
SMILES | DAGLB inh | RTF Ca sens inh | NSD2 inh | CAL PDZ FP-1 | CAL PDZ FP-2 | C-LANA FP | Keap1-Nrf2 PPI | Arr AP2 block | DSG3 Ab inh | V-ATPase pH
O=C(Nc1nc2ccccc2n1CCN1CCCCC1)C1CCCCC1 | 2 | -2 | 6 | 0 | 1.3 | -2.2 | -2 | 24 | . | 1
CC1CCCC(C)N1CCCNC(=O)Cn1c(=O)c2cccn2c2cccnc21 (configuration not stated) | -3 | -1 | -1 | 1 | -0.1 | 1.3 | -2 | -1 | 107 | -1
CCSc1ncc(CO)c(N)n1 | -3 | -1 | -2 | -2 | -0.4 | -2.5 | 3 | -8 | 100 | -5
O=C(COc1ccc2ccccc2c1)Nc1cccc2cccnc12 | -11 | -7 | . | 0 | -0.7 | 0.0 | 1 | -1 | 98 | 1
O=S(=O)(/N=C(/c1ccc(Cl)cc1)N1CCOCC1)c1ccc(Cl)cc1 | -2 | -4 | -1 | -3 | -0.1 | 0.4 | -5 | 4 | 100 | 1
CN(C)c1ccc(C=NCCC2(c3ccccc3)CCOC(C)(C)C2)cc1 (configuration not stated) | -1 | -3 | 4 | -1 | -0.5 | -12 | -11 | -2 | 106 | -1
CC(NC(=O)C1CCN(C(=O)c2cccs2)CC1)c1ccc(S(N)(=O)=O)cc1 (configuration not stated) | 0 | -3 | 1 | -2 | -0.2 | -4.8 | 0 | -8 | 102 | -3
c1ccc(CCNc2ccccn2)nc1 | 0 | 1 | -1 | -1 | -0.2 | 0.0 | 3 | 19 | . | -1
COc1cc(-c2nnc(SCC3(c4ccccc4)OCCO3)o2)cc(OC)c1OC | -8 | -2 | -1 | -2 | -1.7 | 0.4 | 0 | 2 | 103 | -1
CCn1nnnc1SCC(=O)N1CCCc2ccccc21 | 1 | -9 | -2 | -3 | -0.4 | 1.4 | 1 | 5 | 161 | 24*
O=C1CN(C(=O)CNC(=O)c2ccc(Cl)cc2Cl)CCN1 | -1 | -23 | 1 | -3 | -3.4 | -0.7 | -8 | 0 | 108 | -2
CC(NC(=O)c1ccc(F)cc1)c1ccc(F)cc1 (configuration not stated) | -6 | -14 | -2 | -2 | -1.5 | 2.4 | 2 | -8 | 100 | 6
O=C(COC(=O)c1ccc(O)cc1O)N=c1sccn1Cc1ccccc1Cl | 0 | -3 | 1 | -3 | 0.1 | 0.5 | 0 | 16 | 61 | 1
C/C(=N\NC(=O)c1nnn(-c2nonc2N)c1CSc1ccccc1)c1ccco1 | -1 | -10 | 1 | 1 | -2.5 | 0.5 | -3 | 0 | 127 | 9
CNC(=O)COc1ccc(S(=O)(=O)Nc2ccc(OC)cc2)cc1 | 1 | 1 | -4 | -8 | -0.2 | -1.8 | 0 | 18 | 100 | -1
O=C(c1ccc(Sc2ccccc2)c([N+](=O)[O-])c1)N1CCOCC1 | 4 | -5 | 8 | -4 | 0.6 | 0.3 | 4 | -4 | 97 | 0
CCN=C1SC(CC(=O)NC(N)=O)C(=O)N1CC (configuration not stated) | 0 | -9 | -1 | -1 | 0.4 | 1.4 | -2 | -3 | . | 2
Cc1ccc(C(CNC(=O)Nc2cccc(C)c2)N2CCN(C)CC2)cc1 (configuration not stated) | 2 | 3 | 9 | -5 | -1.7 | -0.9 | -3 | -3 | 93 | 1
COCCNc1oc(-c2ccco2)nc1S(=O)(=O)c1ccccc1 | 1 | 0 | 0 | -3 | 0.8 | 0.5 | -2 | 25 | 98 | -2
CC(=O)Nc1cc(-n2cnnn2)ccc1C | -2 | -4 | 0 | 1 | 0.2 | -0.8 | -3 | 7 | 94 | 0
O=c1c(F)cn(C2CCCO2)c(=O)n1Cc1c(Cl)cccc1Cl (configuration not stated) | 0 | -8 | 0 | -6 | -2.7 | 0.9 | -4 | -2 | 101 | -3

Screens from PubChem.

An excerpt. The share of hits here may be higher or lower than overall.
